From PubChem BioAssay
Siah-1 displacement – Siah-1 peptide-binding antagonists, primary screen, biochemical, fluorescence polarization, rhodamine-plectin, uHTS (AID 1817) | displacement, % at 20 µM; hits with a dose series show IC50 in µM | Siah-1 / rhodamine-plectin peptide fluorescence polarization; higher % means a stronger effect | 290,000 tested, 0.02% active | E3 ubiquitin-protein ligase SIAH1 (Homo sapiens);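 active = displacement of at least 50% at 20 µM, with a fluorescence ratio check between 0.3 and a set limit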;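 note: plate controls were Siah plus tracer with DMSO for no effect and tracer alone without Siah for full effect; strong numbers were not always called active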
HIV peptide binding – inhibitors of HIV fusion peptide binding, primary screen, biochemical, uHTS, fluorescence dequenching (AID 1986); cell-free peptide binding, fluorescence dequenching, 30 min; higher % means a stronger effect; inhibition, % at 20 µM, or IC50 in µM where a hit was titrated; 290,000 tested, 0.3% active; in the data active = inhibition mostly above about 52%, no sharp cut-off; inactive = mostly below about 76%; note: some results filed as inactive read as strong as hits
GPR55 LPI antagonism – GPR55 antagonists blocking LPI-driven arrestin recruitment, primary screen, imaging, U2OS, beta-arrestin-GFP, LPI agonist (AID 2013); G-protein coupled receptor 55 (Homo sapiens); U2OS GPR55 beta-arrestin-GFP translocation imaging, LPI antagonism; higher % means a stronger effect; inhibition, % at 10 µM; hits with a dose series show IC50 in µM; 290,000 tested, 0.13% active;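 active = spots per cell inhibited over 60%, with over 100 cells counted and total cytoplasm intensity under 500,000; inconclusive = wells with under 100 cells, flagged as likely toxic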;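 note: U2OS cells stably carrying GPR55 and arrestin-GFP stimulated by 5 µM LPI near EC80; imaged beta-arrestin-GFP aggregate spots per cell after agonist stimulation; plate controls were LPI-stimulated DMSO wells for no effect and DMSO wells without LPI for full effect; some results filed as inactive read as strong as hits; confirmed hits need IC50 under 10 µM and bright autofluorescent wells are also inconclusive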
Dengue-2 NS5 capping – Dengue-2 NS5 methyltransferase inhibitors, primary screen, biochemical, confirmation dose response (AID 588689). Genome polyprotein (Dengue virus type 2 (strain 16681-PDK53)). Dengue-2 NS5 methyltransferase capping enzyme assay, biochemical; higher % means a stronger effect. inhibition, % at 25 µM, or IC50 in µM where a hit was titrated. 340,000 tested, 0.3% active; in the data active = a potency from the dose series; inconclusive = inhibition above about 29% without an active follow-up result
NTR1 ag – agonists of NTR1, primary screen, imaging, U2OS cells, beta-arrestin-GFP, high content (AID 493036); NTR1-U2OS beta-arrestin-GFP spot imaging, agonist mode; activation, % at 20 µM; 330,000 tested, 0.17% active;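 active = activation at or above 40% of the spot to cytoplasm intensity ratio, with at least 20 cells analyzed; inconclusive = wells under 20 cells, flagged as cytotoxic or low count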;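 note: 0% = DMSO without peptide and 100% = 100 nM NTR1 peptide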
Target sequence (P30989 whole entry, looked up): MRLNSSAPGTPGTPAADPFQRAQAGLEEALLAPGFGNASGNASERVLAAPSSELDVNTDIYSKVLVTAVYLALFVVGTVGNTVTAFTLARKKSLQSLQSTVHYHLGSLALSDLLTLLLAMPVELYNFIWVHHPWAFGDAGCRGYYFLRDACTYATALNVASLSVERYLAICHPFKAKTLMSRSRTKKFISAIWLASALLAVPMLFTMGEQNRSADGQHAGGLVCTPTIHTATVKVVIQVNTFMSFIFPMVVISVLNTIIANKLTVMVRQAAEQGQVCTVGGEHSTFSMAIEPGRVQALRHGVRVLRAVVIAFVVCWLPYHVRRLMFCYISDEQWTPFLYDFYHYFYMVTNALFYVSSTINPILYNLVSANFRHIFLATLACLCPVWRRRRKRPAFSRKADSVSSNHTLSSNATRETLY
GPR55 beta-arrestin – GPR55 agonists via beta-arrestin recruitment, primary screen, imaging, U2OS cells, beta-arrestin-GFP redistribution (AID 1961) | U2OS GPR55 beta-arrestin-GFP redistribution imaging; higher % means a stronger effect | activation, % at 10 µM, or EC50 in µM where a hit was titrated | 290,000 tested, 0.048% active | G-protein coupled receptor 55 (Homo sapiens);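 active = activation above 40% with more than 50 cells counted in the well; inconclusive = wells holding fewer than 50 cells, flagged as toxic or sparse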;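 note: U2OS osteosarcoma cells stably expressing GPR55 and beta-arrestin-GFP; plate controls were DMSO negative control for no effect and LPI positive control for full effect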
UTI89 phage lysis – inhibition of K1F phage lysis, E. coli UTI89, bacterial capsule biogenesis inhibitors, alamar blue (AID 488966); 340,000 tested, 0.02% active; inhibition, % at 100 µM; hits with a dose series show IC50 in µM; E. coli UTI89 K1F phage lysis, alamar blue, 2 h; higher % means a stronger effect;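 active = phage lysis inhibition, versus mean bacterial control, above a set limit; inconclusive = no clear call, values can overlap the other calls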;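 note: capsule biogenesis inhibitors block K1F phage lysis so surviving cells raise fluorescence; higher fluorescence means more inhibition of phage lysis; actives were called in the ten point dose series up to 300 µM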
GPR35 arrestin U2OS – GPR35 antagonists blocking zaprinast-driven arrestin recruitment, primary screen, imaging, U2OS, beta-arrestin-GFP, zaprinast agonist (AID 2058). G-protein coupled receptor 35 (Homo sapiens). U2OS GPR35 beta-arrestin-GFP translocation imaging, zaprinast antagonism; higher % means a stronger effect. inhibition, % at 10 µM, or IC50 in µM where a hit was titrated. 290,000 tested, 0.052% active;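 active = inhibition of at least 50% with at least 30 cells and total cytoplasm GFP at most 10,000,000; inconclusive = under 30 cells or total GFP of 10,000,000 plus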
AID2073 – inhibitors of Mint1-CaV2.2 protein interaction, biochemical, HTRF (AID 2073); Voltage-dependent N-type calcium channel subunit alpha-1B (Homo sapiens); 290,000 tested, 0.19% active; one-dose inhibition, % at 20 µM; IC50 in µM for titrated hits; HTRF protein-protein interaction, Mint1-CaV2.2; higher % means a stronger effect; in the data active = inhibition mostly above about 51%, no sharp cut-off; inconclusive = no clear call, values can overlap the other calls; inactive = mostly below about 53%; note: some results filed as inactive read as strong as hits
NTR1 ag cell count 20 µM – recorded beside NTR1 ag, whose call it bears; cell count; measured here: cell count, cytotoxicity flag
An asterisk follows results filed as active; u = inconclusive; x = not tested or not shown; [ ] = remark or other dose. Compounds as they come; any-hit rate near 1.2%.

compound,AID2073,GPR35 arrestin U2OS,NTR1 ag,NTR1 ag cell count 20 µM,Dengue-2 NS5 capping,GPR55 LPI antagonism,GPR55 beta-arrestin,Siah-1 displacement,UTI89 phage lysis,HIV peptide binding
COc1ccc(C2(O)CCN(CC(=O)Nc3nccs3)CC2)c(OC)c1,-7.3%,10.9%,0.6,34,0.0%,13.4%,-0.2%,-5.1%,2.0%,-1.2%
O=C(Nc1nnc(S(=O)(=O)N2CCOCC2)s1)c1cccc(Br)c1,24.8%,6.1%,1.3,64,8.9%,4.7%,-0.2%,6.2%,0.1%,6.5%
Cc1cc(NC(=O)Nc2cc(F)ccc2C)n(C)n1,6.5%,-7.2%,-1.4,86,-2.6%,15.4%,-0.1%,1.7%,0.2%,-1.0%
COc1ccc(C2SCC(=O)N2c2c(C)n(C)n(-c3ccccc3)c2=O)cc1OC (configuration not stated),-1.5%,-5.5%,-3.1,99,-4.9%,12.8%,-0.1%,5.3%,-0.3%,0.5%
COc1ccc(S(=O)(=O)NCC2CCCN(Cc3cn(C)nc3C)C2)cc1 (configuration not stated),12.5%,10.2%,0.8,63,-14.8%,-19.7%,-0.2%,-3.1%,0.0%,0.3%
O=C(NC(=S)NC1CCSC1=O)c1cccc([N+](=O)[O-])c1 (configuration not stated),-8.1%,-4.4%,0.0,67,-5.9%,-12.1%,-0.1%,-0.3%,0.1%,1.5%
CC(C)c1ccc(OCc2ccc(C(=O)O)o2)cc1,6.7%,-11.0%,-0.6,64,5.4%,8.4%,0.8%,3.0%,0.0%,-0.1%
Cc1ccc(Nc2c(-c3ccco3)nc3nc(C)cc(C)n23)cc1,33.1%,-16.2%,-0.4,96,-6.3%,7.2%,-0.4%,0.9%,0.3%,-1.5%
Cc1ccc2c(c1)C(=O)CC(O)(C(F)(F)F)O2 (configuration not stated),15.4%,-5.9%,0.7,48,-10.1%,-2.3%,-0.3%,-0.4%,-1.0%,0.8%
COc1ccc(OC)c(S(=O)(=O)NCc2cn3c(C)csc3n2)c1,-3.8%,-9.0%,0.4,92,-0.7%,-2.3%,-0.1%,-6.9%,2.1%,-0.5%
O=C(O)CSC(=S)N1CCCCC1,-7.3%,-14.7%,1.1,52,-6.2%,10.8%,0.1%,-3.2%,3.3%,1.5%
O=C(CSc1n[nH]c(=O)[nH]c1=O)N/N=C/C=C\c1ccccc1,-8.7%,-10.7%,-0.3,87,-7.7%,-16.6%,-0.3%,0.9%,-2.1%,0.6%
CCN(CC)C(=O)c1cc([N+](=O)[O-])cc2c1-c1ccc([N+](=O)[O-])cc1C2=C(C#N)C#N,-9.4%,1.4%,0.8,67,3.1%,8.3%,-0.1%,-1.1%,0.1%,-1.8%
COc1ccc(C(=O)/C=C/c2ccc(N3CCCCC3)c([N+](=O)[O-])c2)c(OC)c1,1.2%,13.3%,x,x,0.7%,-3.9%,u,-0.9%,1.9%,-1.9%
CN(C)CCCn1c(NCc2ccc3c(c2)OCO3)nc2ccccc21,11.3%,17.0%,-1.6,68,2.4%,12.1%,0.2%,4.1%,0.3%,1.4%
CCCOc1ccc(NC(=O)c2cc3cc(C)ccc3[nH]2)cc1,22.8%,-22.7%,0.0,70,-5.0%,3.6%,-0.1%,1.5%,0.1%,0.8%
CC(C)NC(=O)C(=O)NCC(c1ccc2c(c1)OCO2)N1CCOCC1 (configuration not stated),-0.8%,3.9%,-0.9,69,-2.6%,0.8%,-0.2%,9.3%,0.2%,-1.7%
Cc1ccc(NC(=O)COc2ncnc3c(Cl)cc(Cl)cc23)cc1[N+](=O)[O-],11.8%,-19.2%,4.3,50,2.2%,0.6%,0.1%,2.8%,3.7%,-2.8%
O=C(O)CC12C[C@H]3C[C@@H](C1)CC(n1ncc(N4CCN(c5ccccc5)CC4)c(Cl)c1=O)(C3)C2,-5.2%,3.9%,1.4,45,1.4%,6.7%,-0.3%,-1.5%,10.5%,-0.7%
Cc1ccc(NC(=S)NNC(=O)c2cccc([N+](=O)[O-])c2)cc1Cl,-21.2%,10.5%,2.0,58,7.0%,11.5%,-0.2%,0.0%,1.2%,18.4%
CC(=O)COc1coc(CN2CCN(c3ccc(F)cc3)CC2)cc1=O,3.6%,-0.1%,0.2,79,-0.9%,6.8%,-0.1%,-2.2%,3.5%,1.1%
O=C(Nc1ccccc1Cl)N1CCn2c(nc3ccccc32)C1,-0.2%,3.3%,-1.7,81,-14.7%,0.6%,0.0%,0.3%,1.3%,12.9%
Cc1cc(C)c(C)c(OCCCCN2CCCCC2)c1,-4.8%,-2.1%,3.2,50,-1.2%,0.9%,-0.2%,-0.3%,0.7%,0.6%
O=C(CCN1CCCCC1)NNC(=O)C12CC3CC(CC(C3)C1)C2,-5.4%,-0.8%,-0.9,56,0.0%,-9.9%,0.0%,-6.3%,0.2%,-1.5%
O=C(Cn1nnc(-c2cccs2)n1)NCc1ccco1,3.1%,23.3%,1.0,34,-3.1%,10.7%,-0.1%,3.9%,1.9%,-0.4%
COc1ccc(-n2cc(CNCCCN3CCCC3=O)c(-c3ccccc3Cl)n2)cc1,13.1%,-3.8%,0.5,84,-2.7%,14.4%,-0.3%,-0.5%,0.1%,-1.0%
Cc1ccc(CC(=O)Nc2ccc(Cl)cn2)cc1,10.1%,-1.6%,-0.8,67,x,-13.1%,-0.1%,15.2%,3.9%,0.4%
CCOc1ccc(/C=C2\SC(=S)N(C)C2=O)cc1OC,-2.8%,11.8%,-0.1,48,x,-0.6%,-0.2%,-2.5%,x,6.3%
COc1ccc(C(=O)c2sc(Nc3cccc(OC)c3)c(C(=O)Nc3cccc(C)c3C)c2N)cc1,13.8%,8.7%,12.7,74,-2.3%,9.2%,0.0%,2.3%,0.3%,10.1%
COCCNC(=O)C(c1ccc(O)cc1)N(C(=O)CCC(=O)Nc1nccs1)c1ccc(C)cc1 (configuration not stated),10.1%,21.5%,-0.5,47,3.9%,1.4%,0.2%,-3.4%,-0.5%,-0.5%
CC(C)(C)c1cc(NCCCn2ccnc2)n2ncc(-c3ccc(Cl)cc3)c2n1,45.9%,-3.3%,17.2,63,-2.7%,-17.0%,-0.2%,-5.3%,2.6%,-4.3%
Fc1ccc2c(c1)C1OCCCC1C(c1ccccc1)N2 (configuration not stated),-2.0%,18.4%,2.1,54,-2.7%,17.4%,-0.1%,4.6%,1.1%,1.6%
COCc1cc(=O)[nH]c(Nc2nc(C)c3ccccc3n2)n1,-1.1%,2.1%,-1.8,77,-3.2%,7.6%,-0.1%,2.8%,0.2%,3.9%
CC(C)c1ccc(NC(=O)c2cc3c(=O)n(C)c4ccccc4c3n2C)cc1,29.5%,-6.4%,14.8,72,-9.4%,26.6%,0.3%,5.0%,0.5%,-0.3%
CCOc1ccc(-c2cc(NC(=O)Cn3ncc4c3-c3ccccc3OC4)on2)cc1OCC,4.2%,-5.2%,6.7,101,-2.8%,-8.1%,0.3%,-6.6%,-0.2%,-0.5%
CS(=O)(=O)c1ccc(C(=O)OCC(=O)NC2CCS(=O)(=O)C2)cc1[N+](=O)[O-] (configuration not stated),5.1%,-31.1%,-2.1,55,-5.2%,14.5%,0.8%,6.2%,1.2%,-1.2%
NC(=O)c1nc(N2CCOCC2)nc(N2CCOCC2)n1,-6.2%,-1.2%,-2.0,50,-0.8%,-6.1%,0.3%,0.9%,4.6%,-3.4%
CCOC(=O)N1CCC(NC(=O)c2cc(S(=O)(=O)N3CCCC3)cn2C)CC1,8.2%,0.8%,-1.6,99,-3.3%,9.8%,-0.1%,0.6%,0.5%,6.2%
Cc1ccc(S(=O)(=O)NCCCNS(=O)(=O)c2ccccc2)cc1,-1.5%,-7.0%,0.7,58,3.5%,-30.5%,-0.1%,-5.6%,0.6%,-1.5%
C/C(=N\NC(=O)CSCc1ccc(Cl)cc1)c1ccc2c(c1)OCCO2,-0.1%,-4.8%,2.2,78,0.8%,7.1%,0.0%,2.0%,1.2%,-2.7%
CC1=C(C)C(=O)N(c2ccccn2)C1=O,1.0%,15.7%,-1.2,56,x,25.4%,0.1%,3.2%,0.4%,3.6%
OCCN1CCN(CC(O)COCc2ccc3c(c2)OCO3)CC1 (configuration not stated),-0.1%,-11.7%,-0.2,70,-6.1%,-0.5%,-0.1%,7.6%,0.2%,1.4%
COc1ccc2oc(C(=O)OCC(=O)/C(C#N)=C(\C)N)c(C)c2c1,17.4%,11.0%,0.1,28,-13.5%,-8.8%,-0.1%,-2.0%,-0.1%,0.4%
C=CCn1c(SCCC)nc2sc3c(c2c1=O)CCc1ccccc1-3,-2.9%,-8.2%,4.1,62,1.9%,36.7%,0.2%,3.7%,2.2%[50 µM],2.9%
CCn1c(=S)sc2c(=O)n(-c3ccccc3)c(SC)nc21,-9.7%,-7.5%,2.8,78,-2.4%,4.7%,-0.1%,0.4%,12.2%,0.7%
Cc1ccccc1NC(=O)C1Cc2ccccc2C(=O)O1 (configuration not stated),-6.9%,9.6%,-0.2,63,-4.0%,-0.1%,0.6%,-0.3%,0.7%,-2.6%
O=C(CN1C(=O)C2C3C=CC(C3)C2C1=O)OCC(=O)c1ccccc1 (configuration not stated),12.9%,0.6%,0.9,54,-2.6%,6.3%,-0.8%,1.3%,0.4%,-0.8%
COc1ccc(CCN(C)CC(O)COC(c2ccc(F)cc2)c2ccc(F)cc2)cc1OC (configuration not stated),34.3%,6.9%,x,x,-2.6%,9.2%,-0.1%,-1.0%,0.2%[50 µM],0.4%
CC(C)CNC(=O)c1cc(-c2ccc(Br)cc2)on1,6.0%,13.2%,0.0,54,-15.2%,11.2%,-0.1%,0.8%,-2.8%,1.6%
